High-throughput results deposited in PubChem BioAssay by several laboratories.
AddAB inh: less growth of phage-infected E. coli with AddAB. 330,000 tested, 0.29% active. AID 435030. inhibition, % at 11.9 µM. E. coli expressing H. pylori AddAB, absorbance growth; in the data active = inhibition above about 12%;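 also: 0% = vehicle wells of infected cells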
HTR5A ag ctr: counter-screen for OPRM1-OPRD1 agonists: human HTR5A agonism; 340,000 tested, 0.61% active; activation, % at 9.3 µM; HTR5A agonist assay, luminescence, cell-based; in the data active = activation mostly above about 9.5%, no sharp cut-off; inactive = mostly below about 7.6%;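 also: 0% = cells with vehicle only and 100% = reference agonist; strong numbers were not always called active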
Target sequence (P47898 whole entry, looked up): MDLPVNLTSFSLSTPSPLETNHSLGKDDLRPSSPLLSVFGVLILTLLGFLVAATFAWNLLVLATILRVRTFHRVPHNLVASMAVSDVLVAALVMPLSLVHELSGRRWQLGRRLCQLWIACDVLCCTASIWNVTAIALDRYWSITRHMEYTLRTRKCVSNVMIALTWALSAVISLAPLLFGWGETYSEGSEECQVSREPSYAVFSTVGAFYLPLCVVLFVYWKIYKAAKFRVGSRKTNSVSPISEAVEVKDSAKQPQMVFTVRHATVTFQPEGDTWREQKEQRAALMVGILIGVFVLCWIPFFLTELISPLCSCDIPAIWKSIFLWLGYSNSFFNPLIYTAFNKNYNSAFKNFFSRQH
PKA-R2B activ: activators of human PKA-R2B complex | 340,000 tested, 0.079% active | P22694+P31323 | AID 504700 | activation, % at 11.4 µM | PKA-R2B holoenzyme dissociation, Cy5-IP20 fluorescence polarization; R2B truncated from residue 108, S112A mutant; 0% DMSO only, 100% 113 µM cGMP;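 active = activation above a cutoff set at the mean over all compounds plus 3 SD, cut at about 18% in these data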;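 also: higher means more holoenzyme dissociation and a rise in polarization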
HTR5A inv ag: counter-screen for OPRM1-OPRD1 inverse agonists: human HTR5A inverse agonism; 340,000 tested, 0.083% active; P47898; inhibition, % at 9.3 µM; HTR5A cell line, luminescence; AID 504634; in the data active = inhibition mostly above about 23%, no sharp cut-off; inactive = mostly below about 18%;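 also: 0% = cells with DMSO and 100% = no-cell wells with DMSO; some compounds called inactive have numbers as strong as hits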
phage Ecoli inh: E. coli growth loss with phage present. growth absorbance. inhibition, % at 11.9 µM. 360,000 tested, 0.26% active. AID 651602; in the data active = inhibition above about 11%
CDK5 inh: CDK5/p35 (human) kinase inhibition | Q00535+Q15078 | Recombinant CDK5/p35, ADP-Glo luminescence, 60 min | inhibition, % at 10 µM | 330,000 tested, 0.01% active | AID 488839;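 active = highest replicate inhibition of at least 50% and at least 75% of replicates reaching 50%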;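 also: plate controls were DMSO neutral control for no effect and GW8510 at 10 µM for full effect; many of its hits are not listed in these tables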
DAGLB inh: blocks human DAGLB lipase activity. Q8NCG7. HEK293T DAGLB membrane lysate, EnzChek fluorogenic substrate. inhibition, % at 5.17 µM. 340,000 tested, 0.059% active. AID 504411; in the data active = inhibition above about 34%;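 also: 0% = enzyme with vehicle and 100% = wells lacking enzyme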
Target sequence (Q8NCG7 whole entry, looked up): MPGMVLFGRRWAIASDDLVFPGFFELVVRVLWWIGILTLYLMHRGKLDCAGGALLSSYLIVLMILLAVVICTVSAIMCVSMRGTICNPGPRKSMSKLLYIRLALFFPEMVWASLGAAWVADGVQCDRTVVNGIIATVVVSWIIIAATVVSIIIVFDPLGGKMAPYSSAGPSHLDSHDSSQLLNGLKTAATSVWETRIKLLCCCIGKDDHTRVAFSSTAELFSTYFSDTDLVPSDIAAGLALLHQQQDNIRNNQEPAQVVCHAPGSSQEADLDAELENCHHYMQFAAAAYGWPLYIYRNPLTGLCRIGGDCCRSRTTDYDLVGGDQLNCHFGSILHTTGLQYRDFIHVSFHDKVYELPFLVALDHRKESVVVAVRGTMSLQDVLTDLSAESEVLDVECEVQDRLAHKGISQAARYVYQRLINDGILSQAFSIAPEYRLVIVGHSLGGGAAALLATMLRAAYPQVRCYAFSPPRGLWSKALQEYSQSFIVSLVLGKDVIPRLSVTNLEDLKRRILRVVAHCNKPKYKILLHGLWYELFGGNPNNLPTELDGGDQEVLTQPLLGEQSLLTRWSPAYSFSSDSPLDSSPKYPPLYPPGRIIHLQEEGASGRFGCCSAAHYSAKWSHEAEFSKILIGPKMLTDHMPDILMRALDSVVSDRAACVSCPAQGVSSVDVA
PKA-R1A activ: activates the PKA-R1A holoenzyme complex | PKA-R1A dissociation, Cy5-IP20 fluorescence polarization; scaled: DMSO 0%, 113 µM cGMP 100% | 340,000 tested, 0.083% active | P00514+P68181 | activation, % at 11.4 µM | AID 504707;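 active = percent activation above the mean of all tested compounds plus 3 SD, cut at about 19% in these data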;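 also: higher means more PKAc released from R1A so a rise in polarization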
Tat export inh: E. coli Tat transport inhibition; E. coli MC4100 TorA-mCherry Tat export, fluorescence; inhibition, % at 10 µM; 340,000 tested, 0.036% active; AID 488895;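 active = mean replicate inhibition at least 50% and at least half of replicates individually reaching 50%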;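 also: exported cargo escapes ClpAP degradation while cytoplasmic cargo is degraded and loses fluorescence; 0% = median of neutral control wells and 100% = median of NaSCN control wells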
SUMO Mot1 rescue: inhibitors of SUMOylation pathway: yeast Mot1-301 growth rescue | S. cerevisiae Mot1-301 growth rescue, ATP luminescence, 38.5C; percent above DMSO median, 100 means doubled | growth rescue, % at 18.8 µM | 320,000 tested, 1% active | AID 2716;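 active = every valid replicate shows activation above 250% relative to neutral control wells; inactive = the rest, any valid replicate at or below 250%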;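 also: OY570 slx delta 5 strain wells were the positive control but not used for scaling; some compounds called inactive have numbers as strong as hits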
E coli growth: reduces bacterial viability in AddAB counter-screen | E. coli V3065 growth, OD600 absorbance, 18 h | inhibition, % at 11.9 µM | 330,000 tested, 0.27% active;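 active = inhibition above the campaign's mean inhibition across all tested compounds plus 3 SD, cut at about 9.9% in these data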;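 also: uninfected addAB+ strain grown without phage in ampicillin broth; 0% = DMSO wells and 100% = ciprofloxacin 0.95 µg/ml wells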
* hit, by the source's call; . = no result given.

Start of the listing, in advance (4 entries):
SMILES	AddAB inh	HTR5A ag ctr	PKA-R2B activ	HTR5A inv ag	phage Ecoli inh	CDK5 inh	DAGLB inh	PKA-R1A activ	Tat export inh	SUMO Mot1 rescue	E coli growth
O=C(CSc1nc(C2CC2)nc2ccccc12)Nc1ccccc1N1CCOCC1	-0.4	4	-14	-11	2.4	0.6	-5	-6	-1	9	0.3
CN(C)c1ccc(/C=N/NC(=O)c2cc(=O)[nH]c3ccccc23)cc1	-0.7	3	4	1	-2.7	-0.5	-2	0	-6	-6	-0.3
CCOC(=O)c1oc2cc(O)cc(C)c2c1C	.	6	2	-23	2.4	1.4	-4	-4	0	.	.
O=C(CSc1nnc(NC(=O)c2c(F)cccc2F)s1)NCc1ccc(F)cc1	6.1	9	-2	-24	2.4	2.7	0	3	-2	670*	1.1

Main list (from the top)
SMILES	AddAB inh	HTR5A ag ctr	PKA-R2B activ	HTR5A inv ag	phage Ecoli inh	CDK5 inh	DAGLB inh	PKA-R1A activ	Tat export inh	SUMO Mot1 rescue	E coli growth
O=C(CSc1nc(C2CC2)nc2ccccc12)Nc1ccccc1N1CCOCC1	-0.4	4	-14	-11	2.4	0.6	-5	-6	-1	9	0.3
CN(C)c1ccc(/C=N/NC(=O)c2cc(=O)[nH]c3ccccc23)cc1	-0.7	3	4	1	-2.7	-0.5	-2	0	-6	-6	-0.3
CCOC(=O)c1oc2cc(O)cc(C)c2c1C	.	6	2	-23	2.4	1.4	-4	-4	0	.	.
O=C(CSc1nnc(NC(=O)c2c(F)cccc2F)s1)NCc1ccc(F)cc1	6.1	9	-2	-24	2.4	2.7	0	3	-2	670*	1.1
C[C@H]1C=C(C(=O)NCc2nc3ccccc3[nH]2)O[C@@H](OCc2ccc(CO)cc2)C1	2.9	3	-18	12	1.7	-0.5	-2	6	-8	1	-0.5
O=C(CC(C(=O)O)N1CCOCC1)Nc1ccc(Cl)cc1 (stereo unspecified)	1.6	5	-6	8	1.0	-0.7	-1	-8	0	20	1.2
O=C1C(Cc2cccc([N+](=O)[O-])c2)S/C(=N/N=C/c2ccco2)N1c1ccccc1 (stereo unspecified)	3.3	7	-18	-21	2.9	0.4	-1	-7	-6	-1	0.9
O=c1c2c3c(sc2nc2n1CCCCC2)CCCC3	-1.3	-1	-3	-16	3.5	0.7	-3	-4	3	13	-2.7
Cc1cc(C)n(C(=O)CNC(=O)Cc2ccccc2)n1	2.0	0	6	-19	-0.5	-0.2	2	1	-3	-19	0.6
COC(=O)c1cccc(-c2ccc(C(c3c(C)[nH][nH]c3=O)c3c(C)[nH][nH]c3=O)o2)c1	-2.0	3	0	-8	-0.1	-1.6	-3	-5	3	-22	-1.1
CCc1nnc(NS(=O)(=O)c2ccc(NC(=S)NC(=O)/C=C/c3ccccc3)cc2)s1	-0.2	-1	-3	0	3.1	.	14	-6	4	151	-3.0
Cc1ccc(S(=O)(=O)NCC(C)NS(C)(=O)=O)cc1 (stereo unspecified)	3.1	1	2	0	3.7	0.7	1	0	0	77	-3.5
CC(=O)n1nc(-c2ccc(Cl)cc2)nc1NCc1ccco1	1.8	2	1	18	3.4	1.4	-8	-8	0	2	1.1
O=C(CN1C(=O)c2ccccc2S1(=O)=O)N1CCOCC1	0.3	0	-7	7	.	-0.3	3	-8	19	21	-2.7
Cc1ccc(/C=C/c2nc3ccccc3s2)s1	-0.4	3	3	-8	0.8	2.1	-6	0	-7	27	-1.8
CC(C)C[C@@H](CO)N1CCN(CCCc2ccccc2)CCC1=O	0.4	0	-8	0	1.6	-1.8	2	-17	-5	-6	-1.2
CCC(C)NC(=O)C1c2ccccc2C(=O)N1Cc1ccccc1 (stereo unspecified)	1.8	1	-1	-3	0.7	-0.4	1	-2	-3	-5	1.5
Cc1ccccc1C(=O)N1CCc2ccccc2C1	2.1	1	9	7	1.6	0.0	0	8	-4	1	-2.5
Cc1ccc(C(=O)C(C)OC(=O)c2cc3cc([N+](=O)[O-])ccc3oc2=O)cc1 (stereo unspecified)	0.0	-2	-1	6	2.8	0.5	12	-1	2	6	0.4
COc1ccc(-n2cnc3cc(C(=O)NC4CCCC4)ccc32)cc1	1.2	-1	-1	3	4.0	-1.4	-1	-5	5	5	-1.9
COc1cccc(CNC(=O)c2n[nH]c3ccccc23)c1	0.4	1	-1	-3	0.4	23	1	-1	-2	-5	-3.0
Cc1ccsc1C(=O)N1CCCC(CCC(=O)NCc2ccc(F)c(F)c2)C1 (stereo unspecified)	-1.5	2	-6	9	1.7	-0.2	2	-9	4	0	0.4
CCOc1ccc(CCNC(=O)c2[nH]c(C)c(C(C)=O)c2C)cc1OCC	-2.0	1	-2	-21	2.1	-0.2	0	6	-3	5	-1.9
O=C(C1CC=CCC1)N1CCN(S(=O)(=O)c2ccc(F)cc2)CC1 (stereo unspecified)	.	-1	1	5	3.0	0.5	2	-4	-1	.	.
C(=Cc1c[nH]c2ccccc12)c1nccc2ccccc12	.	-1	2	3	-0.2	-1.5	0	-6	-7	.	.

(continued)
SMILES	AddAB inh	HTR5A ag ctr	PKA-R2B activ	HTR5A inv ag	phage Ecoli inh	CDK5 inh	DAGLB inh	PKA-R1A activ	Tat export inh	SUMO Mot1 rescue	E coli growth
COc1ccccc1CNC(=O)C(=O)c1cn(CC(=O)N2CCOCC2)c2ccccc12	4.4	3	-6	-10	-0.1	-10	-2	-10	2	-3	-1.5
O=C(N[C@@H]1C/C=C\C[C@@H](CC(=O)N(CCO)Cc2ccccc2)C(=O)NCCOC1=O)OCC1c2ccccc2-c2ccccc21	1.2	0	-12	-9	.	-0.3	0	-15	9	4	-0.2
CCCCc1[nH]c(=O)c(C#N)c2c1CCCC2	-0.4	0	4	-22	-0.9	0.2	2	11	1	7	1.6
COc1ccc(NS(=O)(=O)c2cn(C)cn2)cc1Cl	4.9	1	-3	-15	1.1	1.4	-4	16	-5	17	-2.6
CCCCn1c(O)c(N=NC(=O)c2ccncc2)c2cc(Br)ccc21	2.5	-4	8	9	-0.2	-0.1	2	11	2	-3	-2.1
C[C@]12C(=O)N(c3ccc(Cl)cc3)C(=O)N1[C@@H]1c3ccccc3OC[C@@H]1[C@H]2c1ccccc1	-0.6	3	-1	-30	1.0	1.4	-16	-2	-2	55	1.9
Cc1cccc(Nc2nnc(SC/C(O)=C(\C#N)c3nc4ccccc4[nH]3)s2)c1C	-0.2	-4	0	13	0.0	-1.1	10	6	-9	6	-0.9
CCCCCCOC(=O)C(C#N)c1nc2ccccc2nc1N1CCN(CC)CC1 (stereo unspecified)	1.6	-1	1	-7	2.5	0.7	-2	-13	8	.	-0.4
CCCN1C2CCCC1CC(NC(=O)c1ccccc1OC)C2 (stereo unspecified)	-2.1	1	0	30	-1.0	1.7	-2	-2	-3	39	-0.1
COc1ccccc1-c1cc(-c2cc(Cl)ccc2O)n[nH]1	0.1	3	5	-7	-0.6	0.5	-4	7	6	-5	1.1
CC(OC(=O)CCNS(=O)(=O)c1ccccc1)C(=O)Nc1ccc(S(=O)(=O)N2CCCCC2)cc1 (stereo unspecified)	.	3	-7	0	3.6	0.6	-1	-21	1	.	.
COc1ccc(C(C)=O)cc1COC(=O)CCNS(=O)(=O)c1ccc(C(C)=O)cc1	0.7	2	-5	20	2.7	0.6	0	-4	23	119	1.6
CC1(C)CC(=NNC(=O)c2n[nH]c3c2CCC3)CC(C)(C)N1	3.2	0	8	0	2.0	0.8	-2	8	-4	5	-1.4
CCCCN1CC(=O)N2[C@H]3c4ccccc4OC[C@@H]3[C@H](c3ccccc3)[C@]2(C)C1=O	-0.3	0	12	-6	2.1	1.8	-2	-4	8	9	-0.1
Cc1ccc(C(=O)NCC(=O)OCC(=O)Nc2ccccc2C#N)s1	2.2	-2	-8	-27	1.9	-1.2	-5	0	3	8	0.2
COc1ccc(CC(=O)NC(=S)Nc2ccc(S(=O)(=O)NC(C)(C)C)cc2)cc1	3.3	2	4	15	-0.1	-2.7	-1	-5	3	125	-0.7
CCCN(Cc1cc2ccccc2[nH]c1=O)C(=O)c1cccc([N+](=O)[O-])c1	0.5	0	-2	-17	5.1	3.7	0	-10	2	6	0.8
Cc1c(C(=O)NCC(C)C)sc2nc(-c3ccc(F)cc3)cn12	2.2	3	-8	-8	1.6	-1.8	2	-10	-3	4	1.3
Cc1noc(C)c1C(=O)Nc1ccccn1	-0.8	1	5	-2	0.5	-0.4	1	4	-2	6	0.4
CC(C)(C)NC(=O)NC(=O)COC(=O)C1CC(=O)N(Cc2ccccc2)C1 (stereo unspecified)	0.4	-2	-3	9	2.5	1.2	0	-9	6	.	0.8
O=C(COC(=O)Cc1ccc(S(=O)(=O)N2CCOCC2)s1)NCc1ccccc1	-2.2	9	8	-26	2.8	0.6	3	-3	-11	93	0.7
Cc1ccc(CNS(=O)(=O)c2ccc(CN3C(=O)c4cccnc4C3=O)cc2)o1	0.1	1	1	14	1.5	1.0	4	-5	-9	-2	1.4
CCOc1ccc(S(=O)(=O)Nc2cc(F)ccc2F)c2cccnc12	3.2	-2	-13	20	-0.1	-0.1	3	8	1	-9	2.1
CCOC(=O)c1nc2c(=O)n(C)c(=O)n(C)c2n(C)c1=O	1.1	1	-9	-17	-0.5	0.5	-3	-4	-4	-7	-1.6

In a second layout: entries from further up.
COc1ccccc1CNC(=O)C(=O)c1cn(CC(=O)N2CCOCC2)c2ccccc12
  AddAB inh: 4.4
  HTR5A ag ctr: 3
  PKA-R2B activ: -6
  HTR5A inv ag: -10
  phage Ecoli inh: -0.1
  CDK5 inh: -10
  DAGLB inh: -2
  PKA-R1A activ: -10
  Tat export inh: 2
  SUMO Mot1 rescue: -3
  E coli growth: -1.5
Cc1ccc(CNS(=O)(=O)c2ccc(CN3C(=O)c4cccnc4C3=O)cc2)o1
  AddAB inh: 0.1
  HTR5A ag ctr: 1
  PKA-R2B activ: 1
  HTR5A inv ag: 14
  phage Ecoli inh: 1.5
  CDK5 inh: 1.0
  DAGLB inh: 4
  PKA-R1A activ: -5
  Tat export inh: -9
  SUMO Mot1 rescue: -2
  E coli growth: 1.4

Compound profiles, as listed above.
COc1ccccc1CNC(=O)C(=O)c1cn(CC(=O)N2CCOCC2)c2ccccc12 is listed as AddAB inh = 4.4; HTR5A ag ctr = 3; PKA-R2B activ = -6; HTR5A inv ag = -10; phage Ecoli inh = -0.1; CDK5 inh = -10; DAGLB inh = -2; PKA-R1A activ = -10; Tat export inh = 2; SUMO Mot1 rescue = -3; E coli growth = -1.5
Cc1noc(C)c1C(=O)Nc1ccccn1 is listed as AddAB inh = -0.8; HTR5A ag ctr = 1; PKA-R2B activ = 5; HTR5A inv ag = -2; phage Ecoli inh = 0.5; CDK5 inh = -0.4; DAGLB inh = 1; PKA-R1A activ = 4; Tat export inh = -2; SUMO Mot1 rescue = 6; E coli growth = 0.4
Cc1ccc(C(=O)C(C)OC(=O)c2cc3cc([N+](=O)[O-])ccc3oc2=O)cc1 (stereo unspecified) is listed as AddAB inh = 0.0; HTR5A ag ctr = -2; PKA-R2B activ = -1; HTR5A inv ag = 6; phage Ecoli inh = 2.8; CDK5 inh = 0.5; DAGLB inh = 12; PKA-R1A activ = -1; Tat export inh = 2; SUMO Mot1 rescue = 6; E coli growth = 0.4
